High-throughput results deposited in PubChem BioAssay by several laboratories.
ABCB6 inh 2: inhibitors of human ABC transporter ABCB6; Q9NP58; K562-ABCB6 porphyrin accumulation, flow cytometry, 1 h; stronger effect = lower value; fluorescence ratio to DMSO, % at 10 µM; hit rate 0.19% among 360,000;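 active = fluorescence ratio to DMSO below 75%, the collection mean minus 3 SD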;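 note: signal is porphyrin accumulated inside mitochondria; 100% equals median channel fluorescence of DMSO control wells; lower ratio means ABCB6 inhibition with less porphyrin fluorescence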
Target sequence (Q9NP58 whole entry, looked up): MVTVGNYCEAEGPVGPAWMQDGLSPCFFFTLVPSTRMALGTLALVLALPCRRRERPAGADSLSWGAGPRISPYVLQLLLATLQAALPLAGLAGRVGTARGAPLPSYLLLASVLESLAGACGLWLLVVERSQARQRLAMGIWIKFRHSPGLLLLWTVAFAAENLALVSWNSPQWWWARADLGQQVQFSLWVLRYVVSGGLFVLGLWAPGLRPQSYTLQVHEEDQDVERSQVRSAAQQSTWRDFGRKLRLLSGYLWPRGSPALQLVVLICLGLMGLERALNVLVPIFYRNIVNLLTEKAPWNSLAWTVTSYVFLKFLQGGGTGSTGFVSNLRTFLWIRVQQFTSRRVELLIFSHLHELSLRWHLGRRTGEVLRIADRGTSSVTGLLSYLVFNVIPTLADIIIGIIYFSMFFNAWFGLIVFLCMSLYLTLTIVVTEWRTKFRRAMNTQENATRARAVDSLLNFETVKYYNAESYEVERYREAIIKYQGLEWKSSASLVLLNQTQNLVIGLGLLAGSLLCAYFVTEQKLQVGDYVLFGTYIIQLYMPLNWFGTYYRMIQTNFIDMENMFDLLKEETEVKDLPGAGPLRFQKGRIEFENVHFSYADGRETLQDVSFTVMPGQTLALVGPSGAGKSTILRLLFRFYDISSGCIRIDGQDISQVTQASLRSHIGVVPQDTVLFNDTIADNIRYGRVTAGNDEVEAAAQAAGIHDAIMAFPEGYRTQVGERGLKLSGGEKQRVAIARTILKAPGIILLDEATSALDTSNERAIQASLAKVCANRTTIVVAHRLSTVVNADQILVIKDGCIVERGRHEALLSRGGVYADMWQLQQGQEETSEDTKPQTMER
HTR2A ag: mouse HTR2A agonism via beta-arrestin recruitment. AID 624169. activation, % at 7.6 µM. P35363. CHO-K1 mHTR2A beta-arrestin complementation, luminescence; percent of 30 µM serotonin response. hit rate 0.66% among 360,000;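 active = activation above a run cutoff, the mean activation of all tested compounds plus 3 SD, cut at about 14% in these data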;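 note: 0% = plate median of compound wells and 100% = 30 µM serotonin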
Cardio protect: myocardial damage modulation in H9c2 cells; H9c2 cardiomyocytes, H2O2 injury protection, ATPLite, 2 h; protection from H2O2 cell death, % at 20 µM; hit rate 0.63% among 360,000; AID 588492;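 active = compounds giving at least 50% protection of heart cells from peroxide-induced death in the single-dose screen, raw or plate-pattern-corrected value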;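 note: 0% = DMSO wells with peroxide and 100% = DMSO wells without peroxide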
MC4R barr agon: human MC4R agonism via beta-arrestin. P32245. activation, % at 8.9 µM. AID 540308. hit rate 0.98% among 360,000. U2OS MC4R beta-arrestin complementation, luminescence; percent of melanotan II response, DMSO zero;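 active = activation above a per-plate cutoff, the mean activation of sample wells on that plate plus 3 SD, cut at about 8% in these data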
hiPSC survival: hiPSC single-cell survival enhancement. hit rate 0.044% among 360,000. ATPlite luminescence; 100% = ROCK inhibitor wells, 0% = DMSO. survival enhancement, % at 20 µM. AID 602274; in the data active = survival enhancement above about 18%;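 note: cells exposed to compounds for 16 hours before the ATP read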
aDG glyco up: increases alpha dystroglycan glycosylation. Pro5-aDG cells, alpha-DG glycosylation AlphaScreen (IIH6); 0% Pro5, 100% B10-LARGE cell signal. hit rate 0.22% among 360,000. activation, % at 10 µM;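 active = activation of at least 8% versus controls, or a plate z-score of at least 8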;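 note: Pro5 are CHO cells carrying HIG-tagged alpha-DG that lacks glycosylation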
ABHD5 PLIN5 PPI: ABHD5-PLIN5 protein interaction inhibition. Split G. princeps luciferase complementation, luminescence, 4 h. inhibition, % at 4 µM. hit rate 0.78% among 360,000. AID 602281;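 active = inhibition above the mean inhibition across every tested compound plus 3 SD, cut at about 22% in these data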;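 note: 0% = DMSO only wells and the 100% control is not disclosed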
Granule exo inh: lytic granule exocytosis inhibition; TALL-104 LAMP-1 surface exposure, flow cytometry; cells stimulated with thapsigargin and PMA; inhibition, % at 10 µM; hit rate 0.66% among 360,000; AID 651702;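 active = inhibition above about 55%, limit read from the data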
MC4R antagonist: antagonists of human melanocortin 4 receptor (MC4R) | P32245 | MC4R-expressing cells, MTII-stimulated cAMP, LANCE TR-FRET | inhibition, % at 6.5 µM | hit rate 0.48% among 360,000;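 active = inhibition above its plate's cutoff, the mean of tested wells on that plate plus 3 SD, cut at about 29% in these data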;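 note: 0% = Melanotan II alone and 100% = Melanotan II plus saturating MCL0020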
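Material: human MC4R-expressing U2OS cells. Probe or stimulus: Melanotan II challenge. Dosing: 6.5 µM single dose. Times: 30-min compound, 1-h challenge, 1-h detection, room temperature. Technique: TR-FRET with Eu-cAMP and labeled anti-cAMP, 671 nm. Replication: singlicate.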
N-glyco inh: N-linked glycosylation inhibition | AID 588692 | hit rate 0.23% among 360,000 | reporter increase, % at 12.5 µM | D54 ERlucT glycosylation luciferase reporter, 24 h; percent of 100 nM tunicamycin response;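 active = mean luciferase reporter signal, scaled so untreated is 0 and the glycosylation-blocking control 100, at or above a set limit in every replicate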;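 note: luciferase carries N-glycosylation sites so blocking glycosylation raises the light; 0% = median of neutral control wells and 100% = median of 100 nM tunicamycin wells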
Numbers without * were called inactive.

SMILES	ABCB6 inh 2	HTR2A ag	Cardio protect	MC4R barr agon	hiPSC survival	aDG glyco up	ABHD5 PLIN5 PPI	Granule exo inh	MC4R antagonist	N-glyco inh
CCOC(=O)c1cnc(-c2ccccc2)nc1Oc1ccc(Cl)cc1	100	14	-6	-1.4	1.1	0.0	-6	0	12	2
COc1ccc(NC(=O)c2ccc(CN3CCN(c4ccccc4)CC3)cc2)cc1OC	94	5	-4	1.4	-1.3	0.3	3	2	14	-10
C#CCOCCOCCOCCNc1nc(N2CCN(C(=O)Cn3cc(CC(C)O)nn3)CC2)nc(N2CCN(C(=O)[C@H](CCCCN)n3cc(CCCC)nn3)CC2)n1 (stereo partly drawn)	99	-1	-1	-0.6	1.5	-0.2	7	-4	7	1
COc1cccc(Oc2c(C)oc3c(CN4CCOCC4)c(O)ccc3c2=O)c1	102	2	-1	1.2	0.9	0.1	2	-5	1	1
O=C(NCc1ccccn1)Nc1ccc(F)cc1F	100	1	0	-1.9	0.5	0.1	0	-1	6	0
CC(SCc1ccccc1)C(=O)N/N=C/c1ccc2c(c1)OCO2 (stereo not drawn)	90	-3	6	-0.8	-0.8	0.1	-1	-5	-2	-2
COC(=O)c1ccc(NC(=O)Cn2nc(C)c3ccccc3c2=O)cc1	108	2	0	1.1	-0.5	-0.1	-4	2	10	-1
CNC(=O)CCn1nc(-c2ccccc2)c2ccccc2c1=O	99	9	4	3.1	2.2	0.0	-5	1	12	2
Cc1c(Cl)cccc1NC(=O)CCC(=O)N/N=C/c1ccc[nH]1	103	-3	-5	-0.3	0.3	0.0	0	0	-5	-1
COC(=O)CSc1nc2c(c(=O)n(C)c(=O)n2C)n1CCCc1ccccc1	95	3	6	0.7	-2.0	0.1	-1	3	19	1
CCC(C)C(=O)N1CCCC(c2nc(-c3cccs3)no2)C1 (stereo not drawn)	89	-2	2	-1.8	-1.2	0.2	-5	-2	-1	-1
Cc1cc(C)cc(NC(=O)CN(Cc2ccccc2)S(C)(=O)=O)c1	97	-4	-15	0.7	-3.2	0.2	1	9	10	0
O=C(CC1Oc2ccccc2NC1=O)NCCCN1CCOCC1 (stereo not drawn)	103	-5	-2	-1.2	1.1	0.1	6	-5	2	2
COc1cccc(/C=C/C(=O)NCc2cn3cc(Cl)ccc3n2)c1OC	96	-6	-4	-1.7	0.0	0.0	-3	-4	6	1
Cc1nc(Nc2ccc(S(N)(=O)=O)cc2)sc1C(=O)Nc1ccccc1	97	-4	-5	-2.0	2.1	0.4	1	4	4	-2
Clc1cccc(/C(Cc2nc3ccccc3[nH]2)=N\Nc2ccccc2)c1	95	-5	-11	-0.7	-3.1	0.1	2	-3	10	1
CCCCCCn1cc(C(=O)O)c(=O)c2cc(F)c(N3CCN(C)CC3)cc21	99	16*	3	-1.4	-0.2	-0.1	3	-10	6	0
COCCNc1nnnc2c1sc1nc(N3CCOCC3)c3c(c12)CC(C)(C)OC3	95	-4	21	-1.7	0.4	0.0	3	0	1	-3
CC12CC3(C)CC(C)(C1)CC(C(=O)NC(=S)NC(C)(C)C)(C2)C3	104	1	-4	1.2	-3.0	-0.2	1	-2	-2	0
COc1ccc(/C=c2\sc3nc(-c4ccccc4OC)nn3c2=O)c(OC)c1	95	2	-2	0.0	1.0	-0.3	5	1	13	2
O=C(Nc1ccc(Br)cc1)NC1CCCCCCC1	97	-9	-15	2.5	-0.5	0.7	-10	7	7	-12
CC(=O)Nc1ccc(S(=O)(=O)NCC(=O)OCC(=O)N2CCc3ccccc32)cc1	89	-7	-3	-0.1	-0.4	-0.2	5	1	-2	0
COc1cnc(-c2ccccn2)nc1Sc1cccc(Cl)c1	97	4	0	0.7	0.3	3.0	-7	-1	0	10
CN(C)c1ccc(/C=N/N=C2/NC(=O)/C(=C/c3ccc([N+](=O)[O-])cc3)S2)cc1	269	-2	-10	-0.6	-3.2	-0.4	-3	3	2	-11
COc1ccc(CSC(=N)N)cc1[N+](=O)[O-]	101	-1	8	-1.6	0.3	-0.2	-6	0	-3	7
COc1cccc(CNC(=O)COC(=O)c2ccc(N3CCCC3=O)cc2)c1	98	-4	1	-0.6	0.6	0.0	7	-2	4	0
NNC(=O)c1sc(-c2ccc(Cl)cc2)cc1N	135	-3	10	-1.3	1.6	-0.4	2	-1	17	0
COc1ccc(CNC(=O)C2CCN(C(=O)c3ccco3)CC2)cc1	99	3	3	0.0	-0.4	0.1	-2	-1	10	0
O=C(C1Cc2ccccc2CN1C(=O)c1ccccc1)N1CCN(c2ccccc2)CC1 (stereo not drawn)	95	-1	-4	0.5	-0.6	0.0	-3	8	-2	0
CCN(CC)CCNC(=O)C1CCC(=O)N(c2ccc(OC)cc2)C1c1ccc(F)cc1 (stereo not drawn)	85	-4	-3	-2.5	0.5	0.0	-1	7	4	0
CCN(CC(=O)NCc1cccs1)C(=O)C1CC(=O)N(c2ccc(OC)cc2OC)C1 (stereo not drawn)	101	-13	-1	-2.6	2.5	-0.2	-8	1	-1	1
N[C@@H](Cc1ccc(O)cc1)c1nnc([C@H](CCC(=O)O)NC(=O)C2CCNCC2)o1	101	-2	4	0.3	-1.5	0.3	7	2	4	-1
COc1ccccc1NC(=O)Nc1ccc(CC#N)cc1	102	-4	2	-0.7	0.1	0.1	-3	-10	-7	3
COc1cc2c(C)nc(C)c(C#N)c2cc1OC	99	2	24	-1.5	1.2	0.1	0	-3	1	5
O=C1CSC(c2ccc(Cl)cc2)N1c1cccnc1 (stereo not drawn)	96	-4	-1	-0.8	0.5	0.3	2	-3	1	2
Cc1ccc(S(=O)(=O)N2CCOCC2)cc1NC(=O)COC(=O)c1ccc(Br)o1	102	-3	-2	0.1	0.0	-0.2	-3	8	8	1
Cc1cccc(OCC(=O)NC(Cc2ccccc2)C(=O)O)c1 (stereo not drawn)	97	0	-9	-3.0	0.2	-0.2	-3	1	14	1
O=C(CN(c1ccccc1F)S(=O)(=O)c1ccccc1)N1CCCCCC1	92	-6	-5	-1.8	-1.3	-0.2	4	-2	1	0
COc1cc(NC(=O)C2CCN(S(=O)(=O)c3cccs3)CC2)c(C(=O)O)cc1OC	105	-3	-1	-0.6	-2.3	0.1	-8	1	10	0
CC1CC(=O)C=C(O)C1C(=O)OC(C)(C)C (stereo not drawn)	92	0	6	0.4	1.2	1.3	6	-1	-4	2

Reprinted at random: 2 entries already listed.
SMILES	ABCB6 inh 2	HTR2A ag	Cardio protect	MC4R barr agon	hiPSC survival	aDG glyco up	ABHD5 PLIN5 PPI	Granule exo inh	MC4R antagonist	N-glyco inh
O=C1CSC(c2ccc(Cl)cc2)N1c1cccnc1 (stereo not drawn)	96	-4	-1	-0.8	0.5	0.3	2	-3	1	2
COc1ccccc1NC(=O)Nc1ccc(CC#N)cc1	102	-4	2	-0.7	0.1	0.1	-3	-10	-7	3

Next section:
SMILES	ABCB6 inh 2	HTR2A ag	Cardio protect	MC4R barr agon	hiPSC survival	aDG glyco up	ABHD5 PLIN5 PPI	Granule exo inh	MC4R antagonist	N-glyco inh
CN1CCN(CCC(=O)N/N=C/c2cc3c(cc2[N+](=O)[O-])OCO3)CC1	93	9	1	-1.9	0.0	-0.1	4	-1	20	1
N#Cc1cnn(-c2cccc(Cl)c2)c1-n1cccc1	92	1	-3	-0.5	-0.5	-0.1	-3	-9	3	-1
Cc1ccc(C(=O)Nc2ccc(S(=O)(=O)N3CCN(C)CC3)cc2)cc1	98	1	-5	-0.1	1.5	0.1	2	-1	0	-3
CON/C=C(\C=Nc1ccc(Cl)cc1Cl)c1ncc(C(F)(F)F)cc1Cl	100	1	2	2.6	0.0	-0.3	1	-1	-2	-2
CCn1c(CC(=O)Nc2ccccc2Cl)nnc1SCC(=O)NC1CCCC1	96	-3	3	-1.2	0.0	0.0	0	-4	1	1
CC(C)(C)Nc1nc2nonc2nc1NC(C)(C)C	106	36*	-15	-1.2	1.1	0.2	1	2	9	3
O=c1[nH]nc2c3ccccc3cnn12	99	3	1	-1.1	4.0	-0.2	-1	0	-1	1
CCc1ccc(C(=O)CSc2nnc(C)c(=O)[nH]2)cc1	95	3	-1	-1.5	-1.0	0.2	-4	-2	4	4
COc1ccc2oc(=O)c(C(=O)NCc3ccc(C)cc3)cc2c1	106	8	-4	4.0	0.6	-0.1	-4	-1	14	2
O=C(CCN1CCN(S(=O)(=O)c2ccc(F)cc2)CC1)Nc1ccccc1F	101	-8	-2	-3.7	0.3	-0.2	-3	-1	15	0
CCC(C)(C)n1nnnc1C(c1cc2ccc(OC)cc2[nH]c1=O)N1CCN(C2CCCCC2)CC1 (stereo not drawn)	102	5	4	0.3	-0.7	-0.1	6	3	1	-6
COC(=O)c1cnn(-c2ccc(F)cc2F)c1/C=N/NC(=S)NC(C)(C)C	94	7	4	1.8	-0.1	-0.1	3	-4	4	-8
CCc1cccc(NC(=S)Nc2ccc(CN3CCOCC3)cc2)c1	93	1	0	-0.2	0.0	-0.1	-3	1	19	0
CC(C)OC(=O)CSc1nc(N2CCOCC2)c2c(c1C#N)CC(C)(C)OC2	97	9	-2	-0.6	-0.3	-0.1	-16	-21	5	3
CC(=O)Nc1cccc(C(=O)O)n1	103	2	2	-0.6	-2.8	-0.2	1	1	1	1
CCOC(=O)Cn1nc(C)c(NC(=O)COc2ccc([N+](=O)[O-])cc2)c1C	99	2	0	-1.4	-0.6	-0.1	-6	0	-1	-3
N#Cc1c(-c2ccccc2)c(C#N)c2nc3ccccc3n2c1N	98	8	-10	11*	-2.0	-0.1	7	-1	8	3
CC(C)Cc1nn2c(=O)cc(CSCC(=O)Nc3ccccc3F)nc2s1	100	-2	2	-0.1	-0.4	-0.2	-1	-2	7	3
CN(C)c1cccc(NC(=O)Cc2ccc(F)cc2)c1	99	-4	5	-0.1	0.6	0.6	-5	-1	8	0
COc1ccc2c(CC(=O)Nc3cccc(S(=O)(=O)N4CCOCC4)c3)coc2c1	80	-3	-5	-3.0	3.6	-0.1	-4	-2	10	-2
COc1ccc(S(=O)(=O)NNc2nc(C)cc(C)n2)cc1[N+](=O)[O-]	101	-1	0	-2.4	-0.2	-0.2	-4	3	7	2
O=C(Nc1ccc([N+](=O)[O-])cc1)c1cc(Cl)sc1Cl	93	1	-6	1.4	-0.4	-0.1	-5	2	-3	-6
Cc1ccc(OC(=O)c2cccc(S(=O)(=O)N3CCCC3)c2)c(-n2nc3ccccc3n2)c1	76	-2	-10	-1.1	-0.7	0.0	-6	-3	18	-5
COc1ccc(OCC(=O)OCC(=O)NC2CCCC2)cc1	97	-5	2	-2.5	0.7	0.2	-10	-3	2	3
O=C(Oc1ccc(OC(=O)c2ccncc2)cc1)c1ccncc1	101	3	-8	-0.2	-0.3	0.2	2	-3	14	-5
CN(CC(=O)Nc1ccc(Cl)c(C(F)(F)F)c1)C(=O)c1cccc2cccnc12	94	2	-15	-0.1	-0.6	0.3	1	-1	2	-2
COc1ccc(-n2nc(C(=O)Nc3nc4ccc(OC)cc4s3)c3ccccc3c2=O)cc1	101	1	2	-2.8	1.3	-0.1	-3	-1	4	-2

This is a random part of the collection, and some 4.5% of all compounds hit somewhere here.
